iPSC survival up: enhancers of human iPSC single-cell survival; hiPSC single-cell survival, ATPlite luminescence; 100% = ROCK inhibitor wells, 0% = DMSO; survival enhancement, % at 20 µM; actives 0.044% (n = 360,000); AID 602274; in the data active means survival enhancement above about 18%;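 further: cells exposed to compounds for 16 hours before the ATP read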
CaV13 ICDI inh: Disruptors of the CACNA1D IQ motif to Ca2+-dependent inactivation inhibitor domain association, primary screening, Förster resonance energy transfer in intact living …. HEK cells, CFP/YFP FRET ICDI-IQ, plate reader, 10 min; percent FRET-ratio fall versus neutral wells. inhibition, % at 12.3 µM. actives 0.098% (n = 340,000);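 active means mean replicate inhibition of at least 30% and at least 1% of replicates passing that level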;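 further: 0% = median of the neutral control wells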
aDG glyco up: increases alpha dystroglycan glycosylation; activation, % at 10 µM; AID 624168; actives 0.22% (n = 360,000); Pro5-aDG cells, alpha-DG glycosylation AlphaScreen (IIH6); 0% Pro5, 100% B10-LARGE cell signal;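 active means activation of at least 8% versus controls, or a plate z-score of at least 8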;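 further: Pro5 are CHO cells carrying HIG-tagged alpha-DG that lacks glycosylation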
Peg3 prom inh: reduces Peg3 promoter-driven luciferase expression in HeLa; HeLa PEG-Prom luciferase reporter, luminescence, overnight; inhibition, % at 20 µM; actives 1.7% (n = 360,000);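 active means inhibition of at least 50% at 20 µM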
Granule exo inh: lytic granule exocytosis inhibition; inhibition, % at 10 µM; TALL-104 LAMP-1 surface exposure, flow cytometry; cells stimulated with thapsigargin and PMA; actives 0.66% (n = 360,000);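 active means inhibition above about 55%, limit read from the data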
TRPM1 prom inh: MITF TRPM1 promoter inhibition in SK-MEL-5 cells. SK-MEL-5 TRPM1 promoter luciferase, 24 h. inhibition, % at 12.5 µM. actives 0.83% (n = 330,000);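 active means mean inhibition across replicates of 60% or more, whatever share of single replicates reaches that level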; further: values of inactives mirror those of a sister screen read the other way
HIF-2a inh: HIF-2a inhibition; 786-0 RCC cells HIF-2a reporter, luciferase luminescence, overnight; inhibition, % at 18.8 µM; actives 0.72% (n = 360,000);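 active means inhibition of the luminescence signal of 40% or more relative to plate controls, in a single-dose primary screen at 18.75 µM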
NR2E3 ag-1: NR2E3 (human) agonism. Q9Y5X4. GST-NR2E3/biotin-RetCOR TR-FRET, 1536-well. inhibition of corepressor binding, % at 4.78 µM. actives 0.12% (n = 320,000). AID 2300;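 active means percent inhibition above the cutoff of mean plus 3 SD of all tested compounds, set per screening campaign, cut at about 20% in these data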;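 further: 0% = DMSO wells and 100% = biotin wells as full block of FRET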
Target sequence (Q9Y5X4 whole entry, looked up): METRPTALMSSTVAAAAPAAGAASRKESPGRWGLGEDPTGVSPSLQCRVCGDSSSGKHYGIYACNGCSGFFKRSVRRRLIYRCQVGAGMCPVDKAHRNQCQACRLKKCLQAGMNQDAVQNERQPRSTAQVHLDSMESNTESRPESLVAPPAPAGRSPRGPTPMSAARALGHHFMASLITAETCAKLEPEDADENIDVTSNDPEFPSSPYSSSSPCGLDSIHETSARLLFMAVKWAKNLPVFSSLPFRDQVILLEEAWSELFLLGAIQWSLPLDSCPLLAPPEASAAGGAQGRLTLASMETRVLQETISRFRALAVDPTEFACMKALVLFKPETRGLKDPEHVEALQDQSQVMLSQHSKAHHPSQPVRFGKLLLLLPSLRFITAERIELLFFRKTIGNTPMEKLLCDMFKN
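Assay system: NR2E3–RetCOR corepressor complex. Quantity: 1.35 nM GST-NR2E3. Buffer or medium: pH 7.5 Tris-based buffer. Reagent: biotinylated RetCOR corepressor at 7 nM final. Schedule: 5 h at 4 °C. Detection: TR-FRET, emission read at 617 and 671 nm. Replicates: one well per compound, singlicate testing.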
NR2E3 ag-2: activates human NR2E3 receptor; actives 0.35% (n = 360,000); AID 602229; inhibition of corepressor binding, % at 3.98 µM; CHO-S Gal4-NCOR/VP16-NR2E3 two-hybrid, luciferase; Q9Y5X4;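 active means inhibition above the mean of all tested compounds plus 3 SD, cut at about 70% in these data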;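 further: 0% = DMSO with NR2E3 transfected cells and 100% = cells lacking NR2E3 construct; higher means lower luciferase signal from less NR2E3 corepressor binding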
PDI inh: inhibitors of human protein disulfide isomerase | PDI insulin aggregation turbidity, A650, 90 min | inhibition, % at 10 µM | actives 0.052% (n = 350,000) | AID 588391;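 active means mean inhibition across replicates of 30% or more, whatever share of single replicates reach that level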;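 further: absorbance from insulin aggregation driven by PDI reduction with DTT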
Target sequence (P07237 whole entry, looked up): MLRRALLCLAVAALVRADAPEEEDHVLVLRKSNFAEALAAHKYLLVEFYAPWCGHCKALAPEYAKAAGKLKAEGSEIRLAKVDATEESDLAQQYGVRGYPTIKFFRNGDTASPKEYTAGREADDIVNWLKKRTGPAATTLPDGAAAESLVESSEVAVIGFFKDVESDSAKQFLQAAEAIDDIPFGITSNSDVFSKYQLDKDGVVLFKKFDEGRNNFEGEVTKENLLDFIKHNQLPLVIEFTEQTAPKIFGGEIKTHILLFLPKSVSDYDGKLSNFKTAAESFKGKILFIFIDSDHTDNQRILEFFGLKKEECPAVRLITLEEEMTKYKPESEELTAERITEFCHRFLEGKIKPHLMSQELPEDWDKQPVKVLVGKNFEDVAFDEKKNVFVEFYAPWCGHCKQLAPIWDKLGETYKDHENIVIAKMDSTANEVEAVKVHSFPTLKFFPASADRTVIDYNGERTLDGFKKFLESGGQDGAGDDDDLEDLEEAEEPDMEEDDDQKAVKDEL
Vif inh: HIV Vif inhibition; HEK293T cells, Vif self-association by quenched fluorescence, imaging, 24 h; inhibition, % at 7.49 µM; AID 602346; actives 0.35% (n = 340,000); in the data active means inhibition above about 50%, passing the limit was not always enough; further: some results filed as inactive read as strong as hits
Active calls of the source: *; / = not tested or not shown.

SMILES	iPSC survival up	CaV13 ICDI inh	aDG glyco up	Peg3 prom inh	Granule exo inh	TRPM1 prom inh	HIF-2a inh	NR2E3 ag-1	NR2E3 ag-2	PDI inh	Vif inh
CCOCCn1c(CN2CCN(CCO)CC2)nc2c1c(=O)n(C)c(=O)n2C	-2.5	-7	-0.1	-2	6	/	13	4	-15	/	3
COc1cccc(CNC(=O)COc2cc(O)c3c(c2)OC(C)(C)CC3=O)c1	2.4	/	0.0	-1	7	-7	-15	4	-3	/	1
Cc1cccc(Nc2nnc(SCC(=O)NCC3CCCO3)s2)c1 (stereo unspecified)	-1.0	-5	0.0	-21	8	1	-36	/	-4	-1	3
O=C(CCCn1ncn2c(cc3occc32)c1=O)NCc1ccccc1F	0.5	-6	-0.3	3	0	-3	1	1	-22	-2	10
COCc1ccc(CN2CCC(C(=O)Nc3cccc(-c4cccc(Cl)c4)c3)CC2)o1	-0.4	/	3.6	103*	41	18	34	-3	-5	7	9
COc1ccc(CC(=O)NCc2ccc3c(c2)cc(C)n3C)cc1OC	2.3	-7	-0.3	19	-1	-4	11	-2	-1	-1	/
O=C(CSCc1cnn(-c2ccccc2)c1-n1cccc1)NCc1cccnc1	1.1	-28	0.3	7	5	11	19	-1	17	-6	-4
COc1ccc(CCSc2nnc(C3CCCCC3)n2N)cc1	-0.7	-7	-0.1	7	3	-1	12	-3	0	-11	7
COc1cccc(C(=O)NNC(=S)NC2CCCCC2)c1	2.4	-9	0.2	-210	2	-18	-131	1	-75	-2	1
C[C@H](CO)N1C[C@H](C)[C@@H](CN(C)C(=O)Nc2ccccc2)Oc2c(NC(=O)C3CCCCC3)cccc2C1=O	0.0	-9	-0.2	9	2	11	11	/	-21	2	14

A stretch taken from the entries so far, as a working copy:
SMILES	iPSC survival up	CaV13 ICDI inh	aDG glyco up	Peg3 prom inh	Granule exo inh	TRPM1 prom inh	HIF-2a inh	NR2E3 ag-1	NR2E3 ag-2	PDI inh	Vif inh
CCOCCn1c(CN2CCN(CCO)CC2)nc2c1c(=O)n(C)c(=O)n2C	-2.5	-7	-0.1	-2	6	/	13	4	-15	/	3
COc1cccc(CNC(=O)COc2cc(O)c3c(c2)OC(C)(C)CC3=O)c1	2.4	/	0.0	-1	7	-7	-15	4	-3	/	1

Further structures:
SMILES	iPSC survival up	CaV13 ICDI inh	aDG glyco up	Peg3 prom inh	Granule exo inh	TRPM1 prom inh	HIF-2a inh	NR2E3 ag-1	NR2E3 ag-2	PDI inh	Vif inh
Cn1c(=O)[nH]c(=O)c2c1nc(NC1CCCCC1)n2Cc1ccccc1	1.0	/	-0.1	5	1	-2	24	-2	-9	-10	-3
COc1ccc(CCC(=O)NCCS(=O)(=O)N2CCN(c3ccccc3F)CC2)cc1	0.1	-6	0.0	15	9	-5	12	-1	13	-4	-9
Cc1c(Br)c([N+](=O)[O-])nn1CC(=O)N1CCN(C23CC4CC(CC(C4)C2)C3)CC1	-0.5	-3	-0.3	12	-2	-12	10	-3	-13	10	-2
Cc1cccnc1NC(=O)C1CCCN(S(=O)(=O)c2ccc3c(c2)oc(=O)n3C)C1 (stereo unspecified)	-0.6	-6	-0.1	12	5	/	14	1	4	5	2
Cc1onc(-c2ccccc2)c1-c1n[nH]c(=S)n1-c1ccc(C(=O)O)cc1	6.6	-4	0.4	16	16	2	24	2	-16	2	2
Cc1ccc(-n2c(SCn3nnc4ccccc4c3=O)nnc2-c2cccnc2)c(C)c1	2.7	-9	0.2	-3	1	-10	15	0	-3	6	-5
CCCCOc1ccc(C(=O)N/C(=C/C=C/c2ccccc2)C(=O)N2CCOCC2)cc1	2.2	-4	0.2	-48	1	0	-99	-1	-2	5	-1
CC1CCN(S(=O)(=O)c2ccc3ncn(CC(=O)N(C)C4CCCCC4)c(=O)c3c2)CC1	0.6	-1	0.3	-2	-2	7	17	1	-7	12	7
CCCCCCCCCC(=O)NNC(=O)c1c(O)c2ccccc2n(CCC)c1=O	-1.0	-4	-1.1	19	1	-7	32	3	-33	7	-3
CC(C)CCNC1=NCCCCC1	-0.2	/	-0.2	7	-3	-2	20	0	-12	-2	4
O=C(O)c1cn2c3c(ccc(Cl)c3c1=O)OCC2	-0.5	-18	0.0	8	-8	-2	10	1	9	3	1
CC1(C)Cc2c(C#N)c(NC3CCCCC3)nc(-c3ccco3)c2CO1	-1.2	/	0.2	-5	4	13	2	2	-19	/	11
O=C(Cc1cccs1)NCCS(=O)(=O)N1CCN(c2ccccc2F)CC1	0.2	-7	0.6	23	-1	23	16	1	-12	9	14
Cc1cc(NC(=O)CSc2nnc(-c3cccc(F)c3)n2N)no1	-1.9	-3	0.1	4	-1	-3	9	1	-6	7	10
O=C1CSc2ccccc2N1Cc1ccccc1F	1.0	-7	-0.1	20	2	4	-6	4	-11	16	-1
Cc1ccc(S(=O)(=O)N(C)C)cc1NC(=S)Nc1ccc2[nH]c(=O)[nH]c2c1	-0.4	2	0.6	18	-4	-11	17	1	12	-1	20
COc1ccc(-c2ccc(SCC(=O)Nc3nccs3)nn2)cc1OC	-0.7	-7	-0.2	-31	-3	-14	-43	-22	8	7	-12
CC(C)NC(=O)c1ccc2c(c1)nnn2C	2.6	-8	-0.3	-1	-1	13	10	-3	-10	-12	3
CC1CC1C(=O)N1CCN(S(=O)(=O)c2cccc(F)c2)CC1 (stereo unspecified)	0.3	-4	0.0	-7	-1	-1	17	2	18	2	/
CC(C)[C@H](NC(=O)c1ccccc1)C(=O)Nc1cccc(S(=O)(=O)N2CCOCC2)c1	1.2	-3	-0.3	-2	-10	8	10	0	-14	13	-9
COc1ccc(N2CCN(C(=O)C3COc4ccccc4O3)CC2)cc1 (stereo unspecified)	-0.6	-4	0.3	-6	-1	-13	24	1	-5	-1	/
Cc1cc(Nc2ncc(Cl)cc2Cl)n(-c2ccccc2)n1	-0.7	-2	0.0	16	-2	14	20	3	-19	-5	-1
COc1ccc(/C=C(\C#N)c2cc(OC)c(OC)cc2[N+](=O)[O-])cc1	0.8	2	-0.1	-12	-3	16	-5	3	4	-2	-7
COc1cc(CNc2ccccc2)c([N+](=O)[O-])cc1OC	-0.4	-20	0.1	-3	0	-4	-19	-1	-3	-8	-3
CCC(C)(C(=O)NC1CCCC1)N(C(=O)Cc1cccs1)c1c(C)n(C)n(-c2ccccc2)c1=O (stereo unspecified)	0.1	9	0.1	-2	-3	-1	20	0	-10	-2	-2
CCOc1ccc2nc(N3CCC(C(=O)N4CCN(c5ncccn5)CC4)CC3)sc2c1	1.4	-7	0.2	-60	1	/	-99	2	-37	/	14
COc1ccccc1C(=O)NCC(=O)Nc1cccnc1	-0.4	/	0.1	-1	-2	-1	-2	0	-76	5	3
CC(c1nnnn1C(C)(C)C)N(Cc1cccnc1)Cc1ccccc1Cl (stereo unspecified)	-1.0	-3	-0.1	21	2	7	3	-2	8	-9	/
COc1cc([N+](=O)[O-])c2nc(C=NNC(N)=S)ccc2c1	-0.8	-7	-0.1	-24	-1	-5	-47	/	-23	-7	-3
CCOc1ccccc1Nc1ccc2nonc2c1[N+](=O)[O-]	0.1	-3	0.0	4	-1	-9	14	2	18	13	40
COCCN1C(=O)C(O)=C(C(=O)c2cccs2)C1c1ccccc1 (stereo unspecified)	4.6	/	0.4	-4	4	0	10	11	-1	0	1
COc1ccc(S(=O)(=O)Nc2ccccc2N2CCOCC2)cc1OC	0.8	-4	0.1	-9	0	8	10	-4	2	1	-15
CC(=O)Nc1ccccc1OCc1nnc(-c2ccc(Cl)cc2)o1	-0.7	7	0.5	-138	5	-10	-148	-1	-30	-8	-3
O=C(Nc1ccc2c(c1)OCO2)O[C@@H]1C[C@H]2CCC(=O)N3CC[C@@H](C1)[C@@H]23	-0.5	-5	0.0	4	-4	2	-19	5	-9	0	0
O=C(CNc1ccc2ccccc2c1)N/N=C/c1ccc(C(=O)O)cc1	-1.6	0	1.1	-46	0	17	-23	0	-12	9	-2
CCCCN(CCCC)C(=O)C1CC=CCC1C(=O)O (stereo unspecified)	-0.5	5	0.1	10	0	8	14	3	10	-1	18
CCCN1CNC(=S)N(c2cccc(C)c2C)C1	-0.9	-6	0.0	-8	2	-2	-11	3	13	2	-4
Cc1cc([N+](=O)[O-])c(C(C)(C)C)cc1N	1.4	/	0.0	-2	-2	2	6	3	-26	-4	0
CCOc1ccc(NC(=O)CSc2n[nH]c(N)n2)c([N+](=O)[O-])c1	-0.1	-3	-0.1	8	0	-4	16	2	-26	1	-2
Cn1c(-c2ccccc2)cc(=O)c2ccccc21	-1.3	-5	-0.1	-1	-2	3	-8	2	-7	11	-9
CN(c1ccc(OCC(=O)OCC(=O)Nc2ccc([N+](=O)[O-])cc2)cc1)S(=O)(=O)c1cccs1	1.1	-2	-0.4	-2	16	-3	9	/	-4	2	9
CCOC(=O)CCSCC(=O)Nc1nnc(C)s1	-1.2	3	-0.2	-7	-2	/	-4	7	-26	/	10
C#CCOCCOCCOCCNc1nc(N2CCN(C(=O)[C@H](CCCCN)n3cc([C@@H](N)CC(C)C)nn3)CC2)nc(N2CCN(C(=O)[C@H](Cc3cc4ccccc4[nH]3)n3cc([C@@H](N)Cc4ccc(O)cc4)nn3)CC2)n1	-1.0	/	-0.4	-12	30	0	21	-2	-1	35*	-8
CN(Cc1ccccc1)C(=O)c1ccccc1N(C)S(=O)(=O)c1ccccc1	-0.4	-2	0.1	15	8	1	22	/	3	16	7
Cc1ccc(C(=O)NNC(=O)c2cc3cc4ccccc4nc3s2)cc1	-0.6	-7	0.5	-3	-1	0	18	1	2	-2	1
CN(C)/C=N/C(=S)Nc1ccccc1Cl	-0.9	-2	0.2	-20	-2	-9	-72	0	-16	2	19
Cn1c(SCc2nnc(-c3ccccc3)o2)nc2ccccc21	-1.7	-5	-0.3	2	2	-20	-10	-2	0	-4	-2
CC1CCN(S(=O)(=O)c2ccc(NC(=O)CCN3C(=O)c4ccccc4C3=O)cc2)CC1	-0.3	-6	-0.1	1	1	1	14	0	-12	2	-3
COc1ccccc1NC(=O)Nc1nc2ccc(S(N)(=O)=O)cc2s1	-0.3	-4	0.0	-304	14	-87	-280	-4	-114	11	-6
Cc1ccc(S(=O)(=O)N2CCN(C(=O)CSC3CCCC3)CC2)c(C)c1	-2.2	-5	0.0	6	-1	1	5	2	17	-2	-2
(further entries)
SMILES	iPSC survival up	CaV13 ICDI inh	aDG glyco up	Peg3 prom inh	Granule exo inh	TRPM1 prom inh	HIF-2a inh	NR2E3 ag-1	NR2E3 ag-2	PDI inh	Vif inh
O=C(CSc1nnnn1-c1ccccc1)c1ccc(O)cc1O	-0.4	5	-0.2	-37	3	-5	-39	1	-35	-2	7
CCOC(=O)C1CCCN(C(=O)Nc2ccccc2)C1 (stereo unspecified)	-2.4	-9	0.1	6	-3	3	11	-2	-13	-1	/
COc1cc(C=O)ccc1OCC(=O)N1CCCC1	-0.4	5	0.4	-12	-1	0	9	1	-30	7	1
Cc1ccccc1C(=O)Nc1ccc(N2CCN(C)CC2)nc1	0.6	-6	-0.1	-26	-1	-23	-51	-3	-1	-2	-3
CN(CCOc1ccccc1)CC(=O)Nc1ccc(Cl)cc1[N+](=O)[O-]	1.4	-11	0.0	17	4	-6	-8	1	5	0	-1
O=C(CCNS(=O)(=O)c1ccccc1)NCC1CCCCC1	-0.5	-6	0.1	0	-3	-10	-2	/	17	-2	-5
